Bioassay records from PubChem BioAssay.
HEK293 viab: GF-AFC viability counterscreen for inhibitors of alpha-synuclein gene (SNCA) expression; 150,000 tested, 0.12% active; AID 1671193, 2021; HEK-293-SNCA-luc viability, GF-AFC fluorescence, 24 h; Potency, µM (series often up to 57.1 µM), inactives show top-dose activity change, negative = cytotoxicity, most hits filed as cytotoxic;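 note: potency is the fitted concentration of half-maximal effect; 0% = DMSO-treated cells and -100% = medium-only wells without cells; nearly all actives have a fitted effect of over 30% in size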
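Cytotoxicity counterscreen: after 24 h compound treatment of genome-edited SNCA-luciferase HEK-293 cells, live-cell protease substrate GF-AFC read by fluorescence after 30 min; activity scaled between DMSO (0%) and medium-only (-100%), curves Hill-fitted.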
GPT2 inh: Primary qHTS assay for inhibitors of Glutamate pyruvate transaminase 2 (GPT2). 100,000 tested, 0.25% active. Recombinant GPT2, coupled pyruvate oxidase/HRP Amplex Red fluorescence. Potency, µM (top dose mostly 57.7 µM), without a hit: top-dose activity change, negative = inhibition, hits mostly inhibitors. Alanine aminotransferase 2 (Homo sapiens), Q8TD30. AID 1671188, 2021; note: potency is the fitted concentration of half-maximal effect; nearly all actives have a fitted effect of over 60% in size; many of its hits are not listed in these tables
Target sequence (Q8TD30 whole entry, looked up): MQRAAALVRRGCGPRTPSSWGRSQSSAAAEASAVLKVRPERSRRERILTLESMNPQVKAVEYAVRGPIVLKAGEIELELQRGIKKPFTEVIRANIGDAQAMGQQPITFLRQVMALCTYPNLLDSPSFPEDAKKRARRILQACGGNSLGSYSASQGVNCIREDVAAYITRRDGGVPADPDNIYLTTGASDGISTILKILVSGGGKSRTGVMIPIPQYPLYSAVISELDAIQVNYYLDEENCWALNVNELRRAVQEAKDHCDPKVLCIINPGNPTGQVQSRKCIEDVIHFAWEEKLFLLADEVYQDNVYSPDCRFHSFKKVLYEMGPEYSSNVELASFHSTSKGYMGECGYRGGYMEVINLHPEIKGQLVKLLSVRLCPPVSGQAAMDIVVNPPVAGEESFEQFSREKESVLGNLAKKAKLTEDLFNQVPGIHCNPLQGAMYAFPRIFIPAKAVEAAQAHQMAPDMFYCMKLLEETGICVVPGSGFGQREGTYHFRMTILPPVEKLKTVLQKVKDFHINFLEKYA
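Fluorescence of coupled pyruvate oxidase/HRP/Amplex Red system (50uM Amplex, 30 min, dark) reports pyruvate formed by GPT2. Enzyme reaction: 10ng/uL GPT2, 2mM L-alanine, 250uM a-KG, 30 min room temperature, pH 7.5; 50uM AOA control.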
SNCA expr inh: Primary qHTS assay for inhibitors of alpha-synuclein gene (SNCA) expression; 140,000 tested, 0.17% active; Potency, µM (titrated, usually from 57.2 µM), for the others: at the highest dose activity change, negative = inhibition, actives largely listed as inhibitors; HEK-293 SNCA-luciferase knock-in, luminescence, 24 h; AID 1671194, 2021;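 note: potency is the fitted concentration of half-maximal effect; plate controls were DMSO cells for no effect and cell-free wells for full effect; nearly all actives have a fitted effect of over 45% in size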
IP6K1 inhibitor: Primary qHTS assay for small molecule inhibitors of Inositol hexaphosphate kinase 1 (IP6K1); IP6K1 kinase, ADP-Glo luminescence, 2 h; active compounds read low; activity change, % (series mostly up to about 58 µM); 140,000 tested, 0.81% active; in the data active = activity change below about -25%
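ADP-Glo luminescence measures ADP made by human IP6K1 during a 2 h RT reaction with ATP/IP6 (mix at 1.3 mM/130 uM); top library doses 57.5 and 19.1 uM final.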
FLuc inh: Firefly luciferase inhibition profiling of diverse chemical library using quantitative high-throughput screening. 76,000 tested, 2.5% active. Luciferin 4-monooxygenase (Photinus pyralis), P08659. Potency, µM (titrated, usually from 115 µM), inactives show at the highest dose activity change, negative = inhibition, usual class: inhibitors. purified P. pyralis luciferase, luminescence, biochemical; note: potency is the fitted concentration of half-maximal effect; nearly all actives have a fitted effect of over 65% in size
Target sequence (P08659 whole entry, looked up): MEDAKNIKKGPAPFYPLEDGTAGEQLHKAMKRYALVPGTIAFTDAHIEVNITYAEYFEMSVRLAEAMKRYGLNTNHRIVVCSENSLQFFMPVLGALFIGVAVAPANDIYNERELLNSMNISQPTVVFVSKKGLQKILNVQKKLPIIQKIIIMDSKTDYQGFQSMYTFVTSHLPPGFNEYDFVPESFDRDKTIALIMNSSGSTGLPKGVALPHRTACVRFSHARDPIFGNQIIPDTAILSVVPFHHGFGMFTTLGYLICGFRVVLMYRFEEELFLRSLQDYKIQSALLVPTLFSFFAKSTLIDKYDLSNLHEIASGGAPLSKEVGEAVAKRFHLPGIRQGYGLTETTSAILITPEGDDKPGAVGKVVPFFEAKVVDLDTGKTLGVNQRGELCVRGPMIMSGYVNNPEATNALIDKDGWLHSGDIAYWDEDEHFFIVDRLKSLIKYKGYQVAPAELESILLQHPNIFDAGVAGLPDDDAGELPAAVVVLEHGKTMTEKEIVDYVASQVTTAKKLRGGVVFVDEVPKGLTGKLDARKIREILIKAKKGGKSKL
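Inhibitors were tested against purified firefly luciferase in a biochemical, low-substrate format (both substrates at 10uM) and luminescence measured with a CCD imager.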
3T3 cytotox: Cytotoxic Profiling in NIH 3T3 Cell Line of Diverse Libraries Using Quantitative High-Throughput Screening; NIH 3T3 viability, CellTiter-Glo ATP luminescence, 48-72 h; Potency, µM (doses to about 96.7 µM), for the others: at the top dose activity change, negative = cytotoxicity, usual class: inhibitors; 94,000 tested, 4.3% active; note: potency is the fitted concentration of half-maximal effect; nearly all actives have a fitted effect of over 55% in size
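Viability of NIH 3T3 cells after 48 or 72 hr compound treatment at 37 °C was assessed by CellTiter-Glo, with luminescence imaged following a 10 min room-temperature step.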
HEK293 tox: Cytotoxic Profiling in HEK 293 Cell Line of Diverse Libraries Using Quantitative High-Throughput Screening. HEK 293 viability, ATP luminescence (CellTiter-Glo), 48-72 h. Potency, µM (doses to about 115 µM), inactives show at the top dose activity change, negative = cytotoxicity, actives largely listed as inhibitors. 94,000 tested, 6.6% active; note: potency is the fitted concentration of half-maximal effect; nearly all actives have a fitted effect of over 60% in size
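Viability of HEK 293 cells, plated at 250 cells/well, was judged by cellular ATP after compound treatment for 48 or 72 hr. Luminescence was imaged 10 min after CellTiter-Glo addition at room temperature.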
* = called active by the depositor; i = inactive; ? = inconclusive; . = no result given; & = joins results of further samples; [ ] = another dose, or the depositor's remark. Unless noted, calls come from the whole dose curve; as a rule, active = well fitted curve in the direction sought with a large enough effect; inconclusive = small, poorly fitted or top-dose-only effect, or another doubt; inactive = no such curve, though single readings can be large; an effect the other way counts as inactive or inconclusive. Unless noted, % is set by controls: 0 for no effect and ±100 for the full control effect. These rows are one share of the data; rates above refer to the full screens.

Sample of the layout:
mol | HEK293 viab | GPT2 inh | SNCA expr inh | IP6K1 inhibitor | FLuc inh | 3T3 cytotox | HEK293 tox
Cc1ccc(-n2ncc(C(=O)N3CCCCC3)c2C2CCN(C(=O)OC(C)(C)C)CC2)c(C)c1 | 6% | . | 20% | 6 | . | . | .
CCNC(=O)N1CCC(n2c(C)cnc2C2CC2)CC1 | 0% | -35% | -29% | -2 | -11% | 2% | i

The whole of this part, from the first entry:
mol | HEK293 viab | GPT2 inh | SNCA expr inh | IP6K1 inhibitor | FLuc inh | 3T3 cytotox | HEK293 tox
Cc1ccc(-n2ncc(C(=O)N3CCCCC3)c2C2CCN(C(=O)OC(C)(C)C)CC2)c(C)c1 | 6% | . | 20% | 6 | . | . | .
CCNC(=O)N1CCC(n2c(C)cnc2C2CC2)CC1 | 0% | -35% | -29% | -2 | -11% | 2% | i
CC[C@@H]1C=C(C)C[C@H](C)C[C@H](OC)[C@H]2O[C@@](O)(C(=O)C(=O)N3CCCC[C@@H]3C(=O)O[C@H](C(C)=C[C@@H]3CC[C@H](Cl)[C@H](OC)C3)[C@H](C)[C@@H](O)CC1=O)[C@H](C)C[C@H]2OC | -2% | ? | -12% | . | . | . | .
CCCN1CC(C(=O)N2CCn3nc(Cc4ccccc4)cc3C2)CCC1=O (stereo not given) | 1% | -22% | ? | 10 | 0% | -24% | -24%
O=C(c1cccnc1)N1CCCC(CCc2c(F)cccc2F)C1 (stereo not given) | -15% | -22% | -29% | 23 | -3% | -27% | ?
O=C(Nc1ccc(-c2nnc3n2CCCC3)cc1)c1nccc2ccccc12 | -4% | i | 36%[activator] | 1 | -15% | ? | -4%
COc1ccc(/C=C/C(=O)Nc2nc3n(n2)C(c2ccc(F)cc2)C=C(c2ccccc2)N3)cc1 (stereo not given) | 7% | . | -2% | 17 | . | . | .
O=C(C1CN(c2ccccc2)C(=O)N1)N1CCCC1 (stereo not given) | -6%[87.6 µM] | -7%[88.5 µM] | 20%[87.6 µM] | -2 | 1%[172 µM] | -13%[138 µM] | -2%[172 µM]
Cc1oc2ccn(Cc3cccc(F)c3)c(=O)c2c1C(=O)NCC1CCCCC1 | 3% | 4% | ? | 33 | -11% | 40µM* | 40µM*
O=Cc1ccc(N2CCN(C(=O)N3CCCCC3)CC2=O)cc1 | -1% | 1% | -4% | 8 | . | -29% | 0%
CN(Cc1ccc(F)cc1)CC1CCCCC1 | 6%[87.6 µM] | -25%[88.5 µM] | -11%[87.6 µM] | -9 | 6%[172 µM] | -14%[138 µM] | -12%[172 µM]
COCCNC(=O)c1cnc2c(c1)N(C(=O)Cc1cn(C)c3ccccc13)CCC2 | -10%[87.6 µM] | i | -28%[87.6 µM] | 6 | -1%[172 µM] | ? | ?
CC(=O)c1ccc(N2CCN(c3ncnc4c3cnn4-c3cc(Cl)ccc3C)CC2)cc1 | 3% | . | -7% | 25 | . | . | .
COc1ccccc1[C@@H]1CN(C(=O)C2CCOCC2)C[C@H]1C(=O)O | -4% | i | 27% | 8 | 0% | 4% | -20%
CC(C)c1ccc(CN2CC(CNc3cccnc3)C3(C2)CN(c2ccccc2)C3)cc1 (stereo not given) | -24%[87.6 µM] | -2%[88.5 µM] | -28%[87.6 µM] | 1 | -3%[172 µM] | 35µM* | 50µM*
O=C(NCc1cccc(F)c1)C1CCN(C(=O)c2ccc(-c3cncnc3)cc2)CC1 | 3% | 1% | -4% | 3 | . | ? | -17%
Cc1ccc(C)c(Nc2nn3c(=O)c4ccc(C(=O)N(C)Cc5ccccc5)cc4nc3s2)c1 | -5% | . | 19% | 12 | . | . | .
COc1ccc(C)cc1C(=O)N1CC(=O)N(c2cccc(Cl)c2)CC1C (stereo not given) | -11% | -23% | -13% | 12 | -3% | -21% | -17%
COc1ccccc1Cc1nc2ccccc2nc1SCC(=O)NCc1ccccc1Cl | 11% | . | 11% | 20 | . | . | .
CC[C@H]1CN(C(=O)NC(C)C)CC[C@H]1CC(=O)NCc1cccc2ccccc12 | -6%[87.6 µM] | -14%[88.5 µM] | 21%[87.6 µM] | 3 | 4%[172 µM] | -1%[174 µM] | -10%[172 µM]
Cc1cc(-c2nc3ncccc3o2)ccc1NC(=O)c1ccc(Cl)cc1 | 11% | . | -8% | 7 | . | . | .
CC(C)C[C@@H]1N[C@H](C(=O)NCc2ccc(C(F)(F)F)cc2)Cc2c[nH]c3cccc1c23 | ? | -9%[88.5 µM] | ? | -3 | -1%[172 µM] | 28µM* | 32µM*
CCCCc1cc(C[C@@H]2C[C@H](NC(=O)N3CCOCC3)C2(C)C)no1 | -10%[87.6 µM] | -4%[88.5 µM] | ? | -2 | -4%[172 µM] | ? | ?
CCOC(=O)c1ccccc1NC(=O)CN1C(=O)NC(c2ccc(C)cc2)C2=C1COC2=O (stereo not given) | -19% | -1% | -20% | 0 | -7% | ? | 32µM*
COc1ccc(C=Cc2cc(OC)c(OC)c(OC)c2)cc1O | -14% | 2% | -2% | . | . | . | .

mol | HEK293 viab | GPT2 inh | SNCA expr inh | IP6K1 inhibitor | FLuc inh | 3T3 cytotox | HEK293 tox
CN(C/C=C/c1ccccc1)C(=O)c1ccc(C2CCCNC2)cc1 (stereo not given) | -24% | -1% | -14% | 23 | 11% | ? | ?
CC(=O)N1CCN(C(=O)c2cn3cc(-c4ccc(F)cc4)sc3n2)CC1 | 4% | i | 29% | 18 | . | -30% | -4%
COc1ccc(CNC(=O)CCn2cccn2)cc1 | 1% | . | 5% | 9 | . | . | .
O=C(Nc1ccc(F)cc1F)N[C@H]1[C@H]2CCO[C@H]2[C@@H]1N1CCCCC1 | 0% | i | -1% | 16 | -2% | -13% | ?
O=C(NC1CC1)[C@@H]1C[C@H](Oc2ccccc2)CN1C(=O)c1cccnc1 | ? | 0% | 1% | 0 | -1% | i | -1%
O=C([C@@H]1C[C@H](F)CN1S(=O)(=O)c1ccc(F)cc1)N1CCCCC1 | 5% | i | -11% | 2 | -7% | 1% | -5%
CCOc1ccc(-n2c(SCC(=O)NCC3CCCO3)nc3c([nH]c4ccccc43)c2=O)cc1 (stereo not given) | -4% | . | 2% | 6 | . | . | .
O=C(NCCc1ccccc1)c1ccc2c(c1)CCN2S(=O)(=O)c1ccc(Cl)cc1 | 3% | . | -7% | 1 | . | . | .
CCN(Cc1noc(C2CCC2)n1)C(=O)c1cc(S(N)(=O)=O)ccc1F | 2% | -16%[11.5 µM] | -24% | 18 | 1% | 1% | 1%
CC1CCc2c(cc(-c3ccccc3)n2-c2ccc(C(=O)NC(C)C)cc2)C1 (stereo not given) | ? | . | ? | 27 | . | . | .
O=C(O)COCC(=O)N[C@H]1CCN2C(=O)c3cc(-c4cccs4)ccc3NC(=O)[C@H]12 | -5%[87.6 µM] | i | -1%[87.6 µM] | -5 | -28%[172 µM] | -14%[174 µM] | -11%[172 µM]
Cc1ccccc1CNC(=O)Cn1cc2c(n1)-c1c(oc(C(=O)N3CCCC3)c1C)CC2 | 8% | . | -6% | 9 | . | . | .
C=CCc1ccccc1OCCN(C)Cc1ncnn1CC | -2% | 2% | 15% | -14 | -3% | -27% | ?
COc1cc(CCC(=O)N2C[C@@H](CN3CCN(C)CC3)[C@@H](CO)C2)ccc1C | -7% | i | 18% | -9 | -1% | 3% | 4%
Cc1ccc(Cl)cc1N1CCN(C(=O)C2CCN(Cc3nc(-c4ccc(Cl)cc4)oc3C)CC2)CC1 | -26% | . | 5% | 16 | . | . | .
COCCn1cnc2ccc(-c3cccc(C(F)(F)F)c3)nc2c1=O | 7%[87.6 µM] | ? | ? | 11 | -4%[172 µM] | ? | -23%[172 µM]
CC1(c2ccccc2)N(Cc2ccccc2C#N)C(=O)OC12CCN(C(=O)C1CCOCC1)CC2 (stereo not given) | 4% | -3% | 12% | 11 | 4% | ? | 4%
CCOc1cc(=O)n2c(c1C(=O)Nc1ccc(C(N)=O)cc1)CCCC2 | 6% | -4% | -15% | -2 | -1% | i | -8%
Cc1cccc(C)c1OCC(=O)N[C@@H](Cc1ccccc1)[C@@H](O)C[C@H](Cc1ccccc1)NC(=O)[C@H](C(C)C)N1CCCNC1=O | -2%[23.9 µM] | -9%&3% | -47%[25.6 µM] | -6 | . | . | .
O=C(COc1ccc(F)cc1)N1C[C@@H](CO)[C@H](c2ccccn2)C1 | -1% | i | -6% | 29 | -2% | -3% | -2%
COc1cc(OC)cc(C(=O)N2CCN(C(=O)COc3ccc(C)cc3)CC2)c1 | -13% | . | -8% | 20 | . | . | .
O=C1NCc2ccccc2CC12CCCN(Cc1cc(F)ccc1O)C2 (stereo not given) | -4% | i | -4% | 4 | . | -27% | ?
CON(C)C(=O)N1N=C(c2cc(F)ccc2F)S[C@]1(CCCN)c1ccccc1 | -28% | 2% | ? | . | . | . | .
CCCNC(=O)c1cnn(-c2ccc(C)c(C)c2)c1C1CCN(C(=O)OC(C)(C)C)CC1 | -16% | . | 12% | -7 | . | . | .
CCCNC(=O)CN1C(=O)NC(c2ccc(C)cc2)C2=C1COC2=O (stereo not given) | 15% | i | 7% | -6 | -1% | -9% | -17%

mol | HEK293 viab | GPT2 inh | SNCA expr inh | IP6K1 inhibitor | FLuc inh | 3T3 cytotox | HEK293 tox
O=C(Cn1ncc2ccccc2c1=O)N1CCCC(Cc2nc3ccccc3[nH]2)C1 (stereo not given) | ? | -18%[11.5 µM] | -23% | -14 | -1% | -17% | ?
COc1ccc(CN[C@H]2[C@H](O)[C@@H](N3CCN(C)CC3)[C@@H]3OC[C@H]2O3)cc1 | -3%[87.6 µM] | -2%[88.5 µM] | 29%[87.6 µM] | -1 | 5%[172 µM] | i | -2%[172 µM]
Cn1cnc(S(=O)(=O)N2CCCC(C(=O)NCc3ccccc3Cl)C2)c1 (stereo not given) | 11% | . | -5% | 15 | . | . | .
Cc1ccccc1C(=O)Nc1cccc(C(=O)OCc2cc(=O)n3c4c(sc3n2)CCCC4)c1 | -3% | . | -11% | 27 | . | . | .
O=C(c1ccccc1F)N1CCC2(CNc3ccccc3[S+](=O)([O-])N2)C1 (stereo not given) | 8% | -5% | 17% | 4 | -15% | -13% | -2%
CC(=O)c1cccc(NS(=O)(=O)c2ccc3c(c2)NC(=O)CC(=O)N3)c1 | -5% | . | 26% | -1 | . | . | .
CC(C)(C)c1ccc(CN2CC3(COCC2=O)CN(c2ccccc2)C3)cc1 | 4%[87.6 µM] | -3%[88.5 µM] | 4%[87.6 µM] | 0 | -3%[172 µM] | 79µM* | ?
CCn1ccnc1CN(C)C(=O)c1cc(COc2ccc3c(c2)OCO3)[nH]n1 | -1% | -7% | 5% | 7 | -4% | i | i
CCNC(=O)C1CC(F)(c2ccc(CN3CCCC3)c(F)c2)C1 (stereo not given) | -11% | 0% | . | -6 | . | . | .
